Screening data deposited in PubChem by National Center for Advancing Translational Sciences (NCATS).
TrxR1 substrate – qHTS Assay for Substrates of Mammalian Selenoprotein Thioredoxin Reductase 1 (TrxR1): qHTS. Thioredoxin reductase 1, cytoplasmic (Rattus norvegicus), O89049. purified TrxR1 substrate turnover, NADPH consumption readout. Potency, µM (doses to about 114 µM), for the others: at the top dose activity change, negative = substrate turnover. hit rate 0.01% among 390,000. AID 588456, 2011; also: potency is read from the fitted curve at half-maximal effect; % is scaled to controls: 0 for no effect and ±100 for the full control effect; nearly all actives have a fitted effect of over 50% in size
Target sequence (O89049 whole entry, looked up): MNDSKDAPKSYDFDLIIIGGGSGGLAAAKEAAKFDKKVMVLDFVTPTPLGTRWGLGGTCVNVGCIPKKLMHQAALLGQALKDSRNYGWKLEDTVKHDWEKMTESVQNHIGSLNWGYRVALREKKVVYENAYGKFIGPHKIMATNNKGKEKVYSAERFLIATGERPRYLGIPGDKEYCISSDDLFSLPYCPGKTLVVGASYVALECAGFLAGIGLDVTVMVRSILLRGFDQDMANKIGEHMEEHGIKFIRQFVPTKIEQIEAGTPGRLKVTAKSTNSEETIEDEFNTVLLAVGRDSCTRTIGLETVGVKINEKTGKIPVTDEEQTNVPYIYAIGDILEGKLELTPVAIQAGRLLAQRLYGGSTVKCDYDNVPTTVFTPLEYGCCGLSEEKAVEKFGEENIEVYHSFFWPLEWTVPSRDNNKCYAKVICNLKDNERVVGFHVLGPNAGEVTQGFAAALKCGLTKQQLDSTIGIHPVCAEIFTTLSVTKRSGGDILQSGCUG
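Rat TrxR1, dispensed at 90 nM, was prereduced with 400 uM NADPH (final) for 5 min at ~22 deg C, then incubated with compound 15 min before 400 uM selenite. A first-read NADPH fluorescence drop versus no-compound background flagged substrates.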
TRHR agonist – qHTS for Small Molecule Agonists and Allosteric Enhancers of Human TRH Receptor: Primary Screen for Agonists | activation, % at 2 µM | hit rate 0.18% among 360,000 | Thyrotropin-releasing hormone receptor (Homo sapiens), P34981 | AID 493084, 2011 | TRHR cells, calcium flux fluo-8, FDSS agonist mode; in the data active = activation above about 30%; also: 0% is about no effect
Target sequence (P34981 whole entry, looked up): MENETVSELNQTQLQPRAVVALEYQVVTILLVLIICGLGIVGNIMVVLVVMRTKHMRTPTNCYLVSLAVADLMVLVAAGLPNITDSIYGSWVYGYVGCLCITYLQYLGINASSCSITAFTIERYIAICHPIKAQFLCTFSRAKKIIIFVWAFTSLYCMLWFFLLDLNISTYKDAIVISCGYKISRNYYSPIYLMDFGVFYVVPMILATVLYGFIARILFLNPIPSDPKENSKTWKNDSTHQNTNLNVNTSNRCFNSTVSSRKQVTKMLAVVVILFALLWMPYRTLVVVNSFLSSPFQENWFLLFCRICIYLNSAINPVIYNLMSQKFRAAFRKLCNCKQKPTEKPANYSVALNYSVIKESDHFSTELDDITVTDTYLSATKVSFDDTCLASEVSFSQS
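Agonist-mode FDSS calcium read (Ex 480/Em 530, 1 s cycles) in 1536-well TRHR cells with fluo-8 dye, after 10-cycle baseline and 23 nL compound addition; TRH at EC20 (10 nM final) added afterwards for the enhancer phase.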
Pin1 inhibitor – qHTS Assay to Find Inhibitors of Pin1; Potency, µM (highest dose often 115 µM), for inactives: at the highest dose activity, negative = inhibition, most hits filed as inhibitors; Pin1 FP peptide displacement, HiFluor488, 10 min; hit rate 0.009% among 390,000; Peptidyl-prolyl cis-trans isomerase NIMA-interacting 1 (Homo sapiens), Q13526; active = well fitted inhibition curve with a large enough effect in the polarisation, with a control signal flat, not every such curve was filed as active; inconclusive = small, poorly fitted or top-dose-only effect, or effect the other way, or a change in a side signal; inactive = no such curve, though single readings can be large or run the other way; the % refers to the polarisation; also: potency is read from the fitted curve at half-maximal effect; % is scaled to controls: 0 for no effect and ±100 for the full control effect
Target sequence (Q13526 whole entry, looked up): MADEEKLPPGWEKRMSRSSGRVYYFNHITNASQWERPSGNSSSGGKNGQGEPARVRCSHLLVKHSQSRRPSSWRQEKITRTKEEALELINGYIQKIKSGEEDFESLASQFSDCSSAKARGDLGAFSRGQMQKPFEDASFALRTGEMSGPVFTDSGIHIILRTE
TRHR enhancer – qHTS for Small Molecule Agonists and Allosteric Enhancers of Human TRH Receptor: Primary Screen for Enhancers. Thyrotropin-releasing hormone receptor (Homo sapiens), P34981. TRHR cells, fluo-8 calcium fluorescence, EC20 TRH enhancement. enhancement, % at 2 µM. hit rate 0.66% among 360,000. AID 493056, 2011; in the data active = enhancement above about 30%; also: 0% is about no effect
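TRHR-expressing cells loaded with fluo-8 calcium dye were read kinetically (ex 480/em 530) during compound addition, then stimulated with an EC20 of TRH (10 nM final). Enhancement of the Gq-mediated intracellular calcium response was scored.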
D2 antagonist – HTS Assay for Allosteric Antagonists of the Human D2 Dopamine Receptor: Primary Screen for Antagonists | inhibition, % at 10 µM | HEK293 TREx D2 cells, calcium flux, dopamine EC80 | D(2) dopamine receptor (Homo sapiens), P14416 | AID 485344, 2010 | hit rate 2% among 340,000; in the data active = inhibition above about 30%; also: 0% is about no effect
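In this primary screen, negative modulation is detected by tracking calcium flux after an EC80 dopamine challenge in inducible HEK293 T-REx D2 cells preexposed to test compound for 180 s.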
USP1-UAF1 inh – Inhibitors of USP1/UAF1: Primary Screen | Ubiquitin carboxyl-terminal hydrolase 1 (Homo sapiens), O94782 | recombinant USP1/UAF1, Ub-Rhodamine cleavage fluorescence | Potency, µM (highest dose often 57.1 µM), without a hit: at the top dose activity change, negative = inhibition, hits mostly inhibitors | hit rate 0.23% among 390,000 | AID 743255, 2014; also: potency is read from the fitted curve at half-maximal effect; % is scaled to controls: 0 for no effect and ±100 for the full control effect; nearly all actives have a fitted effect of over 60% in size; inactives centre near -12
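Step one: compound is pinned into 1nM USP1/UAF1 in HEPES pH 7.8 buffer with TCEP. Step two: 15 min room-temperature incubation. Step three: Ub-Rho (150nM final) starts cleavage, tracked by fluorescence over six one-minute reads.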
IDH1 R132H inh – qHTS for Inhibitors of mutant isocitrate dehydrogenase 1 (IDH1): qHTS; Isocitrate dehydrogenase [NADP] cytoplasmic (Homo sapiens), O75874; IDH1-R132H enzyme, NADPH consumption, diaphorase/resazurin fluorescence; Potency, µM (top dose mostly 76.6 µM), for the others: at the highest dose activity change, negative = inhibition, actives largely listed as inhibitors; hit rate 0.093% among 390,000; also: potency is read from the fitted curve at half-maximal effect; % is scaled to controls: 0 for no effect and ±100 for the full control effect; nearly all actives have a fitted effect of over 65% in size
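IDH1-R132H (0.5 ug/mL) preincubated 30 min with compound, then NADPH (0.016 mM) and alpha-KG (2 mM) added; 80 min at RT, pH 7.5. Remaining NADPH coupled via diaphorase/resazurin to fluorescence (540/590 nm); concentration-response curves normalized to no-enzyme control.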
TrxR1 inh – qHTS Assay for Inhibitors of Mammalian Selenoprotein Thioredoxin Reductase 1 (TrxR1): qHTS. Thioredoxin reductase 1, cytoplasmic (Rattus norvegicus), O89049. recombinant rTrxR1, NADPH fluorescence consumption, selenite substrate. Potency, µM (highest dose often 114 µM), for inactives: top-dose activity change, negative = inhibition, most hits filed as inhibitors. hit rate 1% among 390,000. AID 588453, 2011; also: potency is read from the fitted curve at half-maximal effect; % is scaled to controls: 0 for no effect and ±100 for the full control effect; nearly all actives have a fitted effect of over 65% in size
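Rat TrxR1 (90 nM in the dispensed reagent) was pre-reduced with 400 uM NADPH for 5 min at room temperature, then incubated with compound for 15 min. After 400 uM selenite was added, NADPH fluorescence (Ex 340/Em 450 nm) was followed for 8 min.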
D2 agonist – HTS Assay for Allosteric Agonists of the Human D2 Dopamine Receptor: Primary Screen for Agonists; hit rate 0.53% among 340,000; D(2) dopamine receptor (Homo sapiens), P14416; activation, % at 2 µM; AID 485358, 2010; HEK293 T-REx D2 cells, calcium flux agonist mode;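 active = activation over 3 SD above normal in the single-dose calcium agonist read, cut at about 30% in these data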; also: 0% is about no effect
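Agonism scored from kinetic calcium signal (1 read/sec, 180 s) following compound pin transfer, after a 10 s baseline. Cells: HEK293 Trex line expressing inducible D2 receptor coupled to calcium, dye-loaded after overnight culture at 30 C.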
Starred values were filed as active, the others as inactive; ? = inconclusive; nt = not tested or not shown; & = joins results of further samples; [ ] = another dose, or the depositor's remark. Unless noted, calls follow the shape of the dose curve; as a rule, active = well fitted inhibition curve with a large enough effect; inconclusive = small, poorly fitted or top-dose-only effect; inactive = no such curve, though single readings can be large or run the other way. These rows are one share of the data; the hit share may differ from the screen's.

Each structure is followed by: TrxR1 substrate, TRHR agonist, Pin1 inhibitor, TRHR enhancer, D2 antagonist, USP1-UAF1 inh, IDH1 R132H inh, TrxR1 inh, D2 agonist
Cc1ccccc1CSc1nc(-c2ccccc2)nc2c1Cc1c(CO)cnc(C)c1O2
→ 3%, 0.5, ?, 1, nt, 9%, 0%, ?, 0.4
CC(NC(=O)COC(=O)C1CCN(c2ccc(C(F)(F)F)cn2)CC1)c1ccc(Br)cc1 (stereo not drawn)
→ 2%, 0.3, 27%, -2, 0, -14%, 5%, 13%, -0.6
CC(C)(CNS(=O)(=O)c1cccs1)N1CCOCC1
→ -5%[2.29 µM], nt, 2%, nt, nt, 10%, -10%, -4%[2.29 µM], nt
COc1ccc(NC(=O)CSc2ncnc3c2cnn3Cc2ccccc2)cc1OC
→ 4%, -0.4, -5%, 5, -6, -14%, 1%, 1%, 1.1
O=C(c1cc2ncc(Br)cn2n1)N1CCOCC1
→ -3%, -0.5, -6%, 1, 4, 1%, 4%, 11%, -0.9
COc1ccc(NC(=O)CN2CCC(C)CC2)cc1
→ 11%, 0.4, -3%, 3, -13, -9%, 1%, -27%, -0.2
COc1ccccc1CNC(=O)COC(=O)C1CCN(c2ccc(C(F)(F)F)cn2)CC1
→ -2%[57.1 µM], 0.4, 5%, 0, 2, -26%, -1%, 8%[57.1 µM], -1.4
CN(CC(=O)Nc1ccccc1Cl)C(=O)COc1cccc2c1OC(C)(C)C2
→ 20%[57.1 µM], 0.0, -7%, -3, -24, -15%, 6%, 11%, -1.2
COc1ccc(-n2c(C)c([N+](=O)[O-])c3ccc(O)c(CN4CCCCC4)c32)cc1
→ 6%[57.1 µM], -0.5, 3%, -1, 18, -2%, -1%, 16%[57.1 µM], -1.3
COc1ccc(CNC(=O)CN2C(=O)CSc3ccc(S(=O)(=O)N4CCOCC4)cc32)cc1
→ 6%, 0.0, 0%, 3, -3, -23%, -10%, 28%, 0.4
CCN(CC)S(=O)(=O)c1ccc(NC(=O)CSc2nnc(-c3ccc(F)cc3)o2)cc1
→ 7%, -0.2, 8%, 12, 3, 9%, 3%, 8%, 0.9
Cc1ccc(-c2[nH]ncc2C(=O)c2ccc(Br)cc2)c(O)c1
→ -4%, 1.8, 5%, -5, 12, -11%, 1%, 5%, 0.3
COC(=O)CNC(c1ccccc1)c1cc(Br)ccc1N (stereo not drawn)
→ 1%, -0.3, -13%, -5, 8, -17%, 3%, 31%, -0.4
CCn1c(SCC(=O)NC2CCCC2)nnc1-c1c[nH]c2ccccc12
→ 8%[57.1 µM], -0.1, -9%, 12, 10, -13%, 5%, 21%[57.1 µM], 0.3
CC(C)(C)NC(=O)/C(=C\c1ccccc1F)NC(=O)c1ccc([N+](=O)[O-])cc1
→ 0%, -0.3, 5%, 1, -2, -14%, -4%, 24%, 0.0

Among those listed so far, these contain an NH in an aromatic ring:
Each structure is followed by: TrxR1 substrate, TRHR agonist, Pin1 inhibitor, TRHR enhancer, D2 antagonist, USP1-UAF1 inh, IDH1 R132H inh, TrxR1 inh, D2 agonist
Cc1ccc(-c2[nH]ncc2C(=O)c2ccc(Br)cc2)c(O)c1
→ -4%, 1.8, 5%, -5, 12, -11%, 1%, 5%, 0.3
CCn1c(SCC(=O)NC2CCCC2)nnc1-c1c[nH]c2ccccc12
→ 8%[57.1 µM], -0.1, -9%, 12, 10, -13%, 5%, 21%[57.1 µM], 0.3

(list continues)
Each structure is followed by: TrxR1 substrate, TRHR agonist, Pin1 inhibitor, TRHR enhancer, D2 antagonist, USP1-UAF1 inh, IDH1 R132H inh, TrxR1 inh, D2 agonist
CCN(Cc1ccccc1)C(=O)c1cc(-c2ccc(OC)c(OC)c2)nc2ccccc12
→ 52%[activator], -0.2, -5%, 6, 1, -26%, 4%, 42%, 0.7
Cc1ccc(/C=C2\SC(=S)N(CCC(=O)NNS(=O)(=O)c3ccc(C)cc3)C2=O)cc1
→ -9%, 0.1, ?, -5, -2, -11%, 0%, 2%, -0.1
Cn1c(=O)n(C)c2cc(S(=O)(=O)NCCOCCO)ccc21
→ 7%, 0.3, -1%, -5, 12, 3%, -21%, 2%, 0.4
N#CC(C(N)=O)=C1CCCCC1
→ 3%[57.1 µM], 2.4, -9%, -4, -2, 4%, 18%, 18%[57.1 µM], 1.9
CN(C)Cc1c(C(=O)N/N=C/c2ccco2)nnn1-c1nonc1N
→ -6%[57.1 µM], 0.1, -7%, -10, 14, -2%, 2%, -8%[57.1 µM], 1.3
O=C(Nc1ccc(F)cc1)N1CCCN(c2ccc(C(F)(F)F)cn2)CC1
→ 11%, 1.2, -3%, -6, 19, -16%, 1%, 17%, 0.8
COCCSc1nnc(NC(=O)C2CCCO2)s1 (stereo not drawn)
→ 9%, 0.5, -1%, 1, 17, -3%, 0%, 15%, 0.6
O=c1c2cc(Cl)ccc2nc(-c2ccc([N+](=O)[O-])cc2)n1O
→ 0%[57.1 µM], -0.6, -6%, -2, -8, -2%, 2%, 11%[57.1 µM], -0.4
COc1ccc(CNC(=O)Cn2ccc3cc(S(=O)(=O)N4CCCCCC4)ccc32)cc1OC
→ -2%, -0.1, -7%, -3, nt, ?, 2%, 9%, -0.2
O=C(CCCn1c(=O)c2cccn2c2cccnc21)NCc1ccc(F)cc1
→ 12%, -0.2, 17%, 4, nt, -4%, 1%, 19%, 0.4
CN(C)CCN(Cc1ccccc1)c1ccccn1
→ 6%, 0.4&0.3, 2%, 15&-2, 27&-3, -14%, 7%, 18%, -2.0&-0.2
Cc1ccc(C)c(NC(=O)c2ccc3ccccc3n2)c1
→ 3%[57.1 µM], -0.3, 2%, -2, -17, -7%, 3%, 3%[57.1 µM], -2.3
Cc1ccc(-c2nnc(CSc3nnc(COc4ccccc4)n3-c3ccc(C)cc3)o2)cc1
→ -3%, -0.4, ?, 2, 2, -16%, -1%, 11%, 0.4
Cc1c(N2C(=O)/C(=C/c3ccccc3)SC2=S)c(=O)n(-c2ccccc2)n1C
→ -11%, 0.7, 2%, 2, 4, -18%, 1%, -5%, 0.4
Cc1ccc(S(=O)(=O)N2CCN(c3nn(C)c(=O)n(C)c3=O)CC2)cc1C
→ 1%, -1.2, 3%, 0, 3, -2%, -12%, 13%, 0.0
Cc1cc(C(=O)N2CCN(c3cc(Cl)ccc3C)CC2)c2c(C)nn(-c3ccccc3)c2n1
→ 22%, 2.1, 9%, 3, nt, 0%, 2%, 26%, 1.0
CCCn1c(NC(=O)C2CCN(S(=O)(=O)c3cccs3)CC2)nc2ccccc21
→ 1%[57.1 µM], 0.9, 3%, 0, -7, -19%, 3%, 18%[57.1 µM], 1.0
COC(=O)CSc1nnc(-c2ccc(S(=O)(=O)NCc3ccccc3Cl)cc2)o1
→ -1%, -0.4, 6%, -3, 33*, -8%, 0%, 8%, 0.3
Cc1ccc(-n2ncc(C(=O)NCc3ccc4c(c3)OCO4)c2NC(=O)c2ccco2)cc1C
→ 8%, -0.4, -4%, 0, 0, -13%, 3%, 29%, 0.7
Cc1ccc(CSc2nc3c(cc2C#N)CCC3)cc1
→ -3%, -0.2, -5%, 2, 4, -12%, 4%, 5%, 0.3
O=C(CN1CCN(c2ccccc2)CC1)Nc1nccs1
→ -6%[57.1 µM], 0.3, 3%, 3, -8, -8%, 2%, 6%[57.1 µM], 6.1
Cn1c(=O)n(/N=C/c2ccccc2)c2ccccc21
→ -9%, -0.5, -4%, -4, nt, -14%, 1%, -3%, nt
COc1ccccc1CN1CC(C(=O)N(C)Cc2nc(C)cs2)CCC1=O (stereo not drawn)
→ 2%, -0.3, -9%, 23, -12, -14%, -2%, 20%, 0.3
CCc1ccc(NC(=O)c2ccc(S(=O)(=O)NCc3cccnc3)cc2)cc1
→ 0%, 0.9, -1%, 11, -4, 5%, -6%, 5%, -1.1
CCOc1ccc(C(=O)Nc2cccc3cccnc23)cc1
→ 4%[57.1 µM], 0.2, 8%, -9, 3, -5%, 4%, 7%[57.1 µM], 0.4
CCSc1nnc(NC(=O)CSc2nc3c(c(=O)n2CC)SC(C)C3)s1 (stereo not drawn)
→ -9%, -0.2, 3%, 0, 15, -15%, 4%, -12%, 0.2
Cc1ccc(C2=Nc3c(ccc4ccccc34)C(c3ccncc3)=NN2)cc1
→ -2%, -2.1, 4%, 0, 19, -17%, -7%, 16%, -0.7
COCCn1c(-c2cccc([N+](=O)[O-])c2)nc2c1c(=O)[nH]c(=O)n2Cc1ccccc1
→ -5%[57.1 µM], -0.6, -4%, 3, 0, -7%, 4%, 10%[57.1 µM], 1.0
Cc1c(C(=O)N(C)Cc2ccccc2)oc2ccc(S(=O)(=O)N3CCCC3)cc12
→ -11%, 1.1, ?, -3, 0, -8%, -3%, -3%, 0.8
